Source: PubChem (NCI)
sgs1 mgt1 – NCI yeast anticancer drug screen, S. cerevisiae sgs1 mgt1 strain; 78,000 tested, 10% active; growth inhibition, % at 50 µM;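 note: 0% = growth of vehicle-only cultures of the same strain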
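Genetically altered yeast, compound exposure, growth inhibition relative to vehicle.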
yeast mec2-1 – NCI yeast anticancer drug screen, S. cerevisiae mec2-1 strain; growth inhibition, % at 50 µM; 79,000 tested, 9% active;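 note: 0% = growth of vehicle-only cultures of the same strain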
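Growth inhibition is read against vehicle-treated controls after compound exposure of the mec2-1 yeast strain, which is defective in DNA damage repair or cell cycle control.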
rad50 – NCI yeast anticancer drug screen, S. cerevisiae rad50 strain; 79,000 tested, 10% active; growth inhibition, % at 50 µM;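 note: 0% = growth of vehicle-only cultures of the same strain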
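Vehicle-treated cultures provide the reference for the growth inhibition reported for compound-exposed, repair-deficient yeast.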
yeast bub3 – NCI yeast anticancer drug screen, S. cerevisiae bub3 mutant strain; growth inhibition, % at 50 µM; 78,000 tested, 9.9% active;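 note: 0% = growth of vehicle-only cultures of the same strain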
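Compounds were applied to a genetically altered yeast strain carrying a cell-cycle control defect. Growth inhibition was scored against vehicle-treated controls.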
yeast cln2 rad14 – NCI yeast anticancer drug screen, S. cerevisiae cln2 rad14 strain; growth inhibition, % at 50 µM; 78,000 tested, 8.3% active; AID 165;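 note: 0% = growth of vehicle-only cultures of the same strain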
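Strain: cln2 rad14 yeast, altered in cell cycle control and DNA damage repair. Read-out: growth inhibition vs vehicle.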
yeast mlh1 rad18 – NCI yeast anticancer drug screen, S. cerevisiae mlh1 rad18 strain. % growth inhibition at 50 µM. 79,000 tested, 11% active. AID 175;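 note: 0% = growth of vehicle-only cultures of the same strain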
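A repair-deficient yeast strain is exposed to test compound, and growth is scored relative to vehicle-treated controls.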
* marks the source's active call; other numbers are inactive results; x = not tested or not shown; & = joins results of further samples. Cut-off read from the data, not from the text of the source: active = growth inhibition above about 70%; inactive = the rest. The list is partial; count on the stated rates, not on these rows.

Values run as follows: sgs1 mgt1	yeast mec2-1	rad50	yeast bub3	yeast cln2 rad14	yeast mlh1 rad18
> CC(C)(C)c1ccc(O)c(C[N+](C)(C)C)c1
  -31	1	2	-38	-31	-21
> O=C1SCCC1NP(=O)(Oc1ccccc1)Oc1ccccc1 (stereo unspecified)
  -1	23	5	9	-11	22
> CS(=O)(=O)Oc1ccc(S(=O)(=O)F)cc1Cl
  64	32	59	36	28	35
> O=[N+]([O-])c1ccc(O)c(C=NCCN=Cc2cc([N+](=O)[O-])ccc2O)c1.[Zn+2]
  -6	7	15	1	-16	23
> OCC1N2CCC(CC2)C1(O)O (stereo unspecified)
  0	-7	-12	34	-16	-13
> Clc1ccc(N=P(c2ccccc2)(c2ccccc2)c2ccccc2)cc1.[Cl][Co][Cl]
  45	11	49	22	18	15
> CC1(C)CC(=O)CC(C)(C)C1
  -2	-12	-26	-13	4	-11
> COCCOCCOC(=O)CBr
  89*	82*	86*	78*	41	92*
> CC(C)c1cc(C(C)C)c(S(=O)(=O)N=[N+]=[N-])c(C(C)C)c1
  -31	-1	13	-17	-8	-8
> O=C(CCl)NCO
  -8	-13	-11	-6	-50	29
> CCCCCCCCCCCC[C@@H](O)[C@H]1CC[C@H]([C@H](O)CCCC[C@H](O)CCCCC[C@@H](O)CC2=C[C@H](C)OC2=O)O1
  -21	-7	10	-2	-8	-41
> NC(N)=N/N=C/c1cccnc1
  4	-1	-12	3	-8	3
> CCOC(=O)C1=C(C)/C(=C\c2[nH]c(C)c(C(=O)OCC)c2C)N=C1C
  23	14	9	20	9	20
> C1CCC(N2CSC3CCCCC32)CC1 (stereo unspecified)
  4	-12	-1	16	-18	6
> C[C@]12CC[C@H]3[C@@H](C[C@@H](F)C4=CC(=O)CC[C@@]43C)[C@@H]1CC[C@@H]2O
  56	7	56	34	7	30
> O=C(O)C1C2c3ccccc3-c3ccccc3C12 (stereo unspecified)
  -10	-1	7	8	-42	27
> O=C(O)c1ccc(Cl)c(Cl)c1.[Ni]
  -4	-16	-19	-23	-12	-20
> CCP(C)(C)=O
  7	0	-18	-14	4	22
> C=C(C)[C@]12CC(C)C34OC(/C=C\C=C\CCCCCCCCC)(O[C@@H]1[C@@H]3[C@@H]1O[C@]1(CO)[C@@H](O)[C@]1(O)C(=O)C(C)=C[C@@H]41)O2 (stereo partly specified)
  85*	70*	74*	73*	73*	64
> CCC1(C)n2c(=O)c3ccccc3c(=O)n21
  -8	5	-10	2	-70	-15

Next section:
Values run as follows: sgs1 mgt1	yeast mec2-1	rad50	yeast bub3	yeast cln2 rad14	yeast mlh1 rad18
> COc1ccc(C(N)Cc2ccccc2)cc1 (stereo unspecified)
  11	3	11	4	10	-2
> O=NN1CC(O)CC1C(=O)O (stereo unspecified)
  1	-2	-9	8	-31	10
> Cn1c(=O)n(CC2CS2)c2ccccc21 (stereo unspecified)
  -31	-18	-21	-16	3	-26
> COc1ccc2c(c1O)[C@@]13C=C(O)C(=O)C=C1[C@@H](C2)N(C)CC3
  12	5	40	-3	24	-48
> O=C(NCP(=O)(Oc1ccccc1)Oc1ccccc1)OCc1ccccc1
  -33	-62	19	-6	24	-11
> CN1C(=O)N(C)C(O)C(Cl)(Cl)C1=O (stereo unspecified)
  14	10	-5	26	31	12
> CC1(C)CN=C(NN=C(/C=C/c2ccc(C(F)(F)F)cc2)/C=C/c2ccc(C(F)(F)F)cc2)NC1
  15	10	22	32	20	47
> O=C1CC=C2C3CC4N(CCC45c4cc(O)c(O)cc4N1C25)C/C3=C\CBr (stereo unspecified)
  -21	-33	-30	-14	-7	-18
> CS(=O)(=O)NC(=O)CBr
  -13	-24	-26	-29	15	-21
> ClCc1ccc2c(c1)CCC2
  12	16	4	-1	8	6
> CCC1C2Cc3ccc(O)cc3C1(CC)CCN2C (stereo unspecified)
  -42	-35	11	-77	-2	-13
> C#CC(C)(O)C(C)C (stereo unspecified)
  -3	-18	-7	-14	7	-5
> O=C(O)c1ccc([As](=O)(O)O)cc1[N+](=O)[O-]
  -1	-23	-4	-4	2	7
> CCC1(O)C(=O)OCc2c1cc1n(c2=O)Cc2cc3ccc(C#N)cc3nc2-1 (stereo unspecified)
  -31	-21	51	-4	-17	-16
> COc1ccc(CC[N+](C)(C)C)cc1
  x	-2	-4	x	x	32
> O=C1C=C2C=CC3CC2(O1)C1CCCCN31 (stereo unspecified)
  12&15&14	-14&-20&4	-19&5&4	12&3&-12	16&16&12	-58&-28&-64
> CN[C@H]1C[C@@H]2O[C@@](C)([C@H]1OC)n1c3ccccc3c3c4c(c5c6ccccc6n2c5c31)C(=O)NC4
  91*	93*	92*	92*	92*	92*
> Cn1c[n+](C)nn1
  -1	-13	-3	-3	-29	-18
> CCOP1(=S)OCCO1
  -3	1	1	7	-24	11
> CSC(SC)=C(C(=O)O)P(=O)(O)O
  -8	-3	-32	-10	19	-17

Four entries from above, field by field.
CS(=O)(=O)Oc1ccc(S(=O)(=O)F)cc1Cl
  sgs1 mgt1: 64
  yeast mec2-1: 32
  rad50: 59
  yeast bub3: 36
  yeast cln2 rad14: 28
  yeast mlh1 rad18: 35
C1CCC(N2CSC3CCCCC32)CC1 (stereo unspecified)
  sgs1 mgt1: 4
  yeast mec2-1: -12
  rad50: -1
  yeast bub3: 16
  yeast cln2 rad14: -18
  yeast mlh1 rad18: 6
O=[N+]([O-])c1ccc(O)c(C=NCCN=Cc2cc([N+](=O)[O-])ccc2O)c1.[Zn+2]
  sgs1 mgt1: -6
  yeast mec2-1: 7
  rad50: 15
  yeast bub3: 1
  yeast cln2 rad14: -16
  yeast mlh1 rad18: 23
CCCCCCCCCCCC[C@@H](O)[C@H]1CC[C@H]([C@H](O)CCCC[C@H](O)CCCCC[C@@H](O)CC2=C[C@H](C)OC2=O)O1
  sgs1 mgt1: -21
  yeast mec2-1: -7
  rad50: 10
  yeast bub3: -2
  yeast cln2 rad14: -8
  yeast mlh1 rad18: -41

Grouped by structure, the compounds so far with fluorine (3)
Values run as follows: sgs1 mgt1	yeast mec2-1	rad50	yeast bub3	yeast cln2 rad14	yeast mlh1 rad18
> CS(=O)(=O)Oc1ccc(S(=O)(=O)F)cc1Cl
  64	32	59	36	28	35
> C[C@]12CC[C@H]3[C@@H](C[C@@H](F)C4=CC(=O)CC[C@@]43C)[C@@H]1CC[C@@H]2O
  56	7	56	34	7	30
> CC1(C)CN=C(NN=C(/C=C/c2ccc(C(F)(F)F)cc2)/C=C/c2ccc(C(F)(F)F)cc2)NC1
  15	10	22	32	20	47

Other results.
Molecule	sgs1 mgt1	yeast mec2-1	rad50	yeast bub3	yeast cln2 rad14	yeast mlh1 rad18
Nc1cc(Cl)ccc1C(=O)c1ccccc1Cl	99*	99*	99*	98*	97*	98*
C[C@]12CC[C@H]3[C@@H](CCC4=CC(=O)CC[C@@H]43)[C@@H]1CC[C@@H]2OC(=O)N(CCCl)N=O	83*	85*	85*	86*	79*	85*
CCN(CC)C(=O)N1CN(c2ccccc2)C2(CCN(CCCSc3ccc(F)cc3)CC2)C1=O	16	1	14	48	12	21
CC(O)CCC(=O)c1ccoc1 (stereo unspecified)	1	11	6	14	8	-72
CC(=N\O)/C(C)=N/O.CC(=N\O)/C(C)=N/O.CC(=N\O)/C(C)=N/O.CC(=N\O)/C(C)=N/O.[CH3-].[CH3-].[Co].[Co]	30	25	46	-13	3	64
CC1OC(=O)C2CC3CCCCC3C(/C=C/C3CCCC(C)N3C)C12 (stereo unspecified)	-11	-11	1	-10	28	-2
CCCCCCC(=O)O[C@H]1CC[C@H]2[C@@H]3CCC4C/C(=N/NC(=O)c5cccc6c(=O)c7ccccc7[nH]c56)C=C(C)[C@]4(C)[C@H]3CC[C@]12C (stereo partly specified)	17	-1	3	8	25	-55
CC(F)C(N)C(=O)O (stereo unspecified)	-8	-4	-8	0	-2	-12
CN1CCN(c2ccc(Cl)cc2)CC1	x	-18	-6	x	x	1
OC1C2CCCCN2C[C@@H](O)[C@H]1O (stereo partly specified)	22	12	16	12	23	-34
CCOC(=O)C(Cc1ccc(N(CCCl)CCCl)cc1)NC(=O)C(N)CCC(=O)O (stereo unspecified)	18	15	10	22	2	31
Cc1ccc(N=C=O)cc1N=C=O	7	-4	21	25	-41	-42
CC(N)C(=O)c1ccccc1 (stereo unspecified)	7	5	-3	15	-38	1
CNC(=O)NCCN1CC2CCC(CC2)C1	-1	-34	-16	-7	0	-22
C1CCC(NCC2CCCO2)CC1 (stereo unspecified)	79*	71*	78*	78*	76*	58
S=C([SH2+])[SH2+].S=C([SH2+])[SH2+].[Pt+2].c1ccc(C[P+](c2ccccc2)(c2ccccc2)c2ccccc2)cc1	36	3	45	4	-17	0
OC(c1ccccc1)(c1ccccc1)c1ccccn1	9	53	5	14	3	-6
O=C(Cc1ccccc1)OCCc1ccccc1	37	5	26	30	-38	25
Fc1ccc(C(Cl)(Cl)Cl)cc1	3	-34	-9	-17	-17	6
O=C1C(=O)C(Br)(Br)C(Br)=C1Br	95*	88*	88*	94*	90*	97*
COc1ccc(O)c(/C=C/[N+](=O)[O-])c1	99*	99*	99*	99*	99*	99*
CC[As](=O)(O)CCCc1ccccc1	15	33	6	0	3	-2
Cc1cc(C(C)(C)C)ccc1O	9	-4	27	28	5	22
Cc1ccc(C(=O)O[C@H](C(=O)O)[C@H](OC(=O)c2ccc(C)cc2)C(=O)O)cc1	-20	-4	18	3	10	-11
CN1C2CCC1CC(O)C2 (stereo unspecified)	3&-13	-6&2	2&1	8&4	-4&7	0&1
[Co+2].[Co+2].[O-]CCCN=Cc1ccccc1[O-].[O-]CCCN=Cc1ccccc1[O-]	61	46	53	31	-5	58
Cc1ccc(O)cc1 (tested in a mixture with another compound)	-35	-23	21	-41	-35	-14
CCC[CH2][Sn]1([CH2]CCC)[O]CCN2CCN(CC[O]1)CC2	83*	94*	74*	53	42	86*
CC(O)C[N+](=O)[O-] (stereo unspecified)	-5	9	5	8	-23	5
CC(C)(C#N)O[N+](=O)[O-]	-5	7	0	-1	-17	0

Already shown: an excerpt of the list.
Molecule	sgs1 mgt1	yeast mec2-1	rad50	yeast bub3	yeast cln2 rad14	yeast mlh1 rad18
CC(O)C[N+](=O)[O-] (stereo unspecified)	-5	9	5	8	-23	5
CC(C)(C#N)O[N+](=O)[O-]	-5	7	0	-1	-17	0

Going on with the list:
Molecule	sgs1 mgt1	yeast mec2-1	rad50	yeast bub3	yeast cln2 rad14	yeast mlh1 rad18
Cn1c(=O)n(C2(C)C[Se]C2)c2ccccc21	-17	-16	-12	-14	-15	-22
CC(Cc1ccccc1)[N+](=O)[O-] (stereo unspecified)	-8	-13	79*	-7	-20	12
O=C(N/N=C/c1cc(Br)cc(Br)c1[O-])c1ccccc1O.O=C(N/N=C/c1cc(Br)cc(Br)c1[O-])c1ccccc1O.[Ni+2]	61	87*	18	86*	32	56
CCn1/c(=N\N=O)sc2ccccc21	-4	6	-4	-35	-24	4
COC(=O)[CH2][Sn]([CH2]C(=O)OC)([c]1ccccc1)[c]1ccccc1	87*	88*	88*	84*	87*	92*
O=[N+]([O-])c1ccc(SP(=S)(c2ccccc2)c2ccccc2)c([N+](=O)[O-])c1	89*	48	67	48	83*	70*
COC1=CC(C)(C)C2=C(CN(C)CC2)C1(C)C	-16	-15	-5	-15	-1	-5
CCC(C)CC(C)N (stereo unspecified)	14	3	1	-2	3	9
O=C(O)C(O)(c1ccccc1)c1ccco1 (stereo unspecified)	-5	2	13	-29	21	13
O=C1c2ccccc2OP(=O)(OCC(F)(F)F)OC1(C(F)(F)F)C(F)(F)F (stereo unspecified)	-15	-55	-21	-41	-66	-23
CN1CCN(c2cc3nsnc3c3nsnc23)CC1	-15	-7	0	-13	9	18
c1cnc2c(c1)ccc1cccnc12	99*	99*	99*	99*	96*	99*
COc1ccc(CN(C)CCc2ccc(O)cc2)cc1O	-3	-16	-30	-7	-5	0
C/C=C(\CC)C1(CCC)C(=O)NC(=O)NC1=O	23&5	3&13	5&15	0&1	-7&17	-4&8
COC1=CCC2=C(CC[C@H]3[C@H]2CCP3(C)=S)C1 (stereo partly specified)	-15	-20	-15	1	-24	-9
O=S(=O)(c1ccc(O)cc1)c1ccccc1O	15	-6	-2	1	4	29
Cc1cc(C=C2C(=O)NC(=O)NC2=O)cc(C)c1O	-20	-9	-27	13	10	-5
NCC(O)c1ccc(O)cc1 (stereo unspecified)	10	-19	6	16	27	20
CC(C)(C)[Si](C)(C)OC(=O)Nc1ccc(N(CCCl)CCCl)cc1	-18	5	-11	-26	-17	-26
CCCCCCNC(=O)CCl	15	-10	6	7	-15	-9
